# proCasp3 act = procaspase-3 (human) activation; activation, % at 8.5 µM; recombinant procaspase-3 D3A, Ac-DEVD-pNA absorbance 405 nm; 330,000 tested, 0.11% active; P42574; AID 463141;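 active = activation above the mean of all tested compounds plus 3 SD, cut at about 21% in these data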;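 note: 0% = DMSO alone and 100% = DMSO wells spiked with extra 5 µM PC-3 D3A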
# Target sequence (P42574 whole entry D9A/D28A/D175A): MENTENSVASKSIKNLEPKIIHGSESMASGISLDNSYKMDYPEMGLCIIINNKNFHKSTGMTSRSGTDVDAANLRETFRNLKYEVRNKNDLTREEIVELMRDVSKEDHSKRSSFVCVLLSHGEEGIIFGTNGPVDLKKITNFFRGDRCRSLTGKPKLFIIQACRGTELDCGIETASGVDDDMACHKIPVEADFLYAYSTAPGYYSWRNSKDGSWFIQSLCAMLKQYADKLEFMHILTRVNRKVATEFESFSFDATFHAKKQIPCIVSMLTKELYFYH
#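 Technique: 405 nm absorbance of p-nitroaniline, reads at 0 and 120 min; Test system: Procaspase-3 D3A mutant; Incubation: 1 h enzyme-compound preincubation, then 2 h substrate reaction, 25 °C; Repeats: singlicate, each compound tested once; Benchmarks: low control DMSO wells, high control DMSO plus 5 µM PC-3 D3A.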
# PP5 primary = PP5 (human) phosphatase inhibition; P53041; purified PP5c, OMFP substrate fluorescence; inhibition, % at 6.7 µM; 320,000 tested, 0.18% active;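 active = inhibition above the campaign's mean inhibition across all tested compounds plus 3 SD, cut at about 9.5% in these data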;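 note: 0% = DMSO only and 100% = 100 µM cantharidin control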
# VLA-4 inh = inhibition in a human VLA-4 binding assay; 330,000 tested, 0.2% active; inhibition, % (about 7 µM as worked out from the volumes in the protocol); VLA-4 expressing cells, ligand binding flow cytometry; in the data active = inhibition above about 50%
# core dimer inh = blocks dimerization of HCV core protein | TR-FRET GST/Flag-core106 dimerization, 1536-well | inhibition, % at 5 µM | 300,000 tested, 0.33% active | AID 1899;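 active = inhibition above the mean of all tested compounds plus 3 SD, set per screening campaign, cut at about 45% in these data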
#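 Test system: GST/Flag-tagged HCV core106 proteins; Medium: KF-containing HEPES buffer, pH 7.45, DTT, CHAPS, BSA; Times: compound-protein-antibody incubation 4 h at 22.5 °C; Detection: TR-FRET 671 and 617 nm emission; Benchmarks: wells lacking GST-core106 and wells with excess unlabelled core106.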
# PP1 inh = blocks human PP1-alpha phosphatase, a PP5 counter-screen | purified PP1alpha, OMFP fluorescence | inhibition, % at 6.7 µM | P62136 | AID 2235 | 320,000 tested, 0.9% active;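 active = inhibition above the mean inhibition of all tested compounds plus 3 SD, computed separately for each screening campaign, cut at about 15% in these data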
# Target sequence (P62136 whole entry, looked up): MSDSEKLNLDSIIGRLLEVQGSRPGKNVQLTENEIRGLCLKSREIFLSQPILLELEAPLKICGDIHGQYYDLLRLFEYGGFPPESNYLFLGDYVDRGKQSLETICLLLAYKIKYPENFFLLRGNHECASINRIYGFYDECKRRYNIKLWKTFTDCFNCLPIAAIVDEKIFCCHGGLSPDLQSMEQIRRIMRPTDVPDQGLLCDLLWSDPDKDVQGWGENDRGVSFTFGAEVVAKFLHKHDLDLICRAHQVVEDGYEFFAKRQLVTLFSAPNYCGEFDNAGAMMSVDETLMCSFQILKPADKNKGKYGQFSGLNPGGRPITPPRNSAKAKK
# procasp7 counter = activates human procaspase-7, counter-screen for procaspase-3 activators; P55210; recombinant procaspase-7, Ac-DEVD-pNA absorbance 405 nm; D23A/D198A/D206A triple mutant, cannot self-cleave; scale: DMSO 0, 5 µM enzyme 100; activation, % at 8.5 µM; 330,000 tested, 0.093% active; AID 463210;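 active = percent activation above the screen-wide mean plus 3 SD, cut at about 25% in these data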
# Target sequence (P55210 whole entry D23A/D198A/D206A): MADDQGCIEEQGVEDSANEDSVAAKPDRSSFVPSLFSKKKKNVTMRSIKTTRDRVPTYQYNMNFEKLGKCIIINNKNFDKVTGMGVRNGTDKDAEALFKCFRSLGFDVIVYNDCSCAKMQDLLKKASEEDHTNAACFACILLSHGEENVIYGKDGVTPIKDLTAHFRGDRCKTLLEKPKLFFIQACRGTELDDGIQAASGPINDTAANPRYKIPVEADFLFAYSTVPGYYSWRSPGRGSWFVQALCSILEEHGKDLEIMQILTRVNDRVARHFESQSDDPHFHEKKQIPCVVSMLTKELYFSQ
#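 Replicates: singlicate. Assay system: Procaspase-7 triple mutant (PC-7 D3A). Signal: 405 nm absorbance of p-nitroaniline. Times: 1 h preincubation, 2 h reaction. Buffer or medium: Zinc-free HEPES pH 7.4 with 300 mM NaCl, 0.01% Triton X-100. Also added: DEVD-pNA substrate. Benchmarks: DMSO wells as 0%, DMSO with 5 µM added PC-7 as 100%.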
# Fh CTSL1 inh = blocks F. hepatica cathepsin L1 in PFM18AAP counter-screen; recombinant F. hepatica cathepsin L1, Z-Leu-Arg-MCA fluorescence; inhibition, % at 5.96 µM; 300,000 tested, 0.49% active; AID 1906;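 active = inhibition above the mean of all tested compounds plus 3 SD, set per screening campaign, cut at about 17% in these data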;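 note: 0% = plate median of test compound wells and 100% = 1 µM Z-Phe-Ala-diazomethylketone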
# GRK2 aptamer HTS = inhibitors of human GRK2 displacing RNA aptamer. P25098. bead flow cytometry, FAM-aptamer displacement from GRK2. inhibition of aptamer binding, % at 10 µM. 330,000 tested, 0.59% active. AID 488847;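 active = inhibition of aptamer binding above 40%, roughly 3 SD of noise, on plates passing a quality check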;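 note: median bead fluorescence of bound FAM aptamer so fluorescent compounds give negative values; no value below 0 was filed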
# JMJD2C inh = human JMJD2C demethylase inhibition | GST-JMJD2C(1-420) H3K9me3 demethylation, DELFIA europium | inhibition, % at 2.35 µM | Q9H3R0 | 330,000 tested, 0.069% active | AID 2099;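 active = more than half of a compound's replicate wells show inhibition beyond 50%, single wells judged on their own value; inconclusive = some, but no more than half, of replicates pass 50% inhibition; inactive = no replicate passes 50% inhibition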;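 note: signal counts dimethyl H3K9 product captured on neutravidin plate; 0% = median of DMSO wells and 100% = 0.3 times that DMSO median; strong numbers were not always called active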
# Numbers without * were called inactive; ? = inconclusive; · = no result given.
# Letter code – A = proCasp3 act; B = PP5 primary; C = VLA-4 inh; D = core dimer inh; E = PP1 inh; F = procasp7 counter; G = Fh CTSL1 inh; H = GRK2 aptamer HTS; I = JMJD2C inh
CCN(CC)CCN1C(=O)C(=O)/C(=C(/O)c2c(C)[nH]c(C(=O)OC)c2C)C1c1ccco1 (configuration not stated)
  A = -5; B = -3.4; C = 1; D = -6; E = 1; F = -21; G = 3; H = 0; I = 23
CCC(C)NC(=O)C1(NC(=O)Nc2ccccc2)CCCCC1 (configuration not stated)
  A = 0; B = 1.2; C = 6; D = 0; E = 0; F = 5; G = 0; H = 0; I = 4
CN1C(=S)SC(/[N+]([O-])=C\c2ccccc2)C1(C)C (configuration not stated)
  A = -7; B = 0.9; C = 16; D = -7; E = -2; F = 9; G = -5; H = 0; I = 20
S=C(Nc1ccccc1)Nc1ccc(Br)cc1
  A = 0; B = 9.2; C = -9; D = -2; E = 0; F = 5; G = -3; H = 0; I = -3
Cc1nc2nc(SCC(=O)O)nn2c(C)c1Cc1ccccc1Cl
  A = -6; B = 0.6; C = -2; D = 2; E = 3; F = -12; G = 0; H = 4; I = 6
Cc1nc(N2CCN(c3ccccn3)CC2)c2c(C)c(C(=O)Nc3ccccc3F)sc2n1
  A = 0; B = -1.0; C = 5; D = 9; E = -4; F = 2; G = 3; H = 0; I = 14
CC(NCc1ccc(F)cc1)C(=O)Nc1cc(S(=O)(=O)N2CCCCC2)ccc1Cl (configuration not stated)
  A = -7; B = 1.9; C = 7; D = 4; E = 4; F = 5; G = 0; H = 0; I = -3
Cc1ccc(N(CC(=O)NCc2ccco2)C(=O)CCC(=O)Nc2ccccn2)cc1C
  A = 5; B = 2.2; C = -4; D = -3; E = 5; F = 13; G = 1; H = 0; I = -14
COc1cc(S(=O)(=O)NCCCN2CCOCC2)ccc1-n1cnnn1
  A = 0; B = 0.7; C = -3; D = 2; E = 2; F = -2; G = 5; H = 0; I = -1
OCC[C@H]1C[C@H](O)[C@@H](O)[C@@]2(Cc3ccccc3CCO2)O1
  A = 2; B = 1.3; C = -1; D = -6; E = 0; F = -12; G = -3; H = 0; I = -1
CC(C)CNC(=O)c1cccc(NC(=O)C(C)Oc2ccccc2)c1 (configuration not stated)
  A = -3; B = 2.1; C = 3; D = 0; E = 0; F = 7; G = 2; H = 0; I = 9
O=C1c2ccccc2C(O)N1Cc1ccccc1 (configuration not stated)
  A = 4; B = 2.4; C = 4; D = -3; E = -1; F = -3; G = 0; H = 0; I = 2
COc1ccc(C(=O)CCN2CCC(C)CC2)cc1
  A = -14; B = 0.6; C = 15; D = -5; E = -2; F = -15; G = 1; H = 1; I = 4
O=c1c(-c2ccccc2)c(-c2ccccc2)oc2cc(O)cc(O)c12
  A = -2; B = 1.5; C = 5; D = -5; E = 12; F = 2; G = -3; H = 0; I = -6
Cc1ccc(OCc2ccc(C(=O)Nc3nccs3)o2)cc1
  A = 3; B = -0.2; C = 14; D = -8; E = 3; F = -7; G = 3; H = 6; I = 1
CCOc1ccc(NC2=NCC(=O)N2CCc2ccccc2)cc1
  A = 1; B = 2.9; C = 13; D = -10; E = 1; F = -2; G = 0; H = 0; I = 17
CCn1c(C)nc2cc(C(=O)NNC(=O)Nc3ccc(Cl)cc3)ccc21
  A = 11; B = -2.2; C = 11; D = -1; E = -2; F = -2; G = 0; H = 1; I = -3
Cc1ncc(CO)c(/C=N/Nc2ccc(C(F)(F)F)cn2)c1O
  A = -7; B = 0.2; C = 4; D = 0; E = -2; F = 8; G = 8; H = 0; I = -5
CCN(CC)CCNC(=O)C(=O)NCC1OCCN1S(=O)(=O)c1ccc2c(c1)OCCO2 (configuration not stated)
  A = 5; B = -0.9; C = 5; D = -4; E = -4; F = -5; G = 5; H = 0; I = -2
CCCCn1c(=O)[nH]c(=O)c2c1nc(Cn1ncc(Cl)c(Cl)c1=O)n2CCC
  A = 7; B = 0.7; C = 10; D = -63; E = 6; F = 0; G = 1; H = 0; I = -9
CCCN1C(=O)C(Cc2nc3ccccc3c(=O)n2-c2ccccc2)c2ccccc21 (configuration not stated)
  A = -7; B = 0.1; C = 11; D = 8; E = 0; F = 3; G = 1; H = 5; I = -5
CCOc1ccc(N(CC(=O)NC2CCCCC2)C(=O)CCC(=O)Nc2ccccn2)cc1
  A = -4; B = -1.4; C = -7; D = 13; E = -2; F = 2; G = 1; H = 1; I = 5
Cc1ccc(C)c2[nH]c(=O)c(CCNC(=O)CC(C)C)cc12
  A = 0; B = 0.1; C = -22; D = 13; E = -3; F = -5; G = 3; H = 0; I = -1
COCCn1c(SCc2cc(=O)n3cc(C)ccc3n2)nc2ccccc2c1=O
  A = 5; B = -0.2; C = 1; D = 3; E = -4; F = 9; G = 1; H = 3; I = -42
COC(=O)C(NC(=O)c1ccc(OC)cc1)(Nc1ncc(S(=O)(=O)c2ccc([N+](=O)[O-])cc2)s1)C(F)(F)F (configuration not stated)
  A = 0; B = 4.3; C = 20; D = 26; E = -1; F = -3; G = 3; H = 0; I = -23
CCCCOc1ccc(C(=O)N(Cc2ccccc2)C2CCS(=O)(=O)C2)cc1 (configuration not stated)
  A = -5; B = -1.2; C = 11; D = 6; E = 0; F = 4; G = 2; H = 0; I = 40
Cc1cc(C)c(S(=O)(=O)N2CCOC2CNC(=O)C(=O)NCCN(C)C)c(C)c1 (configuration not stated)
  A = -2; B = -1.7; C = -7; D = -2; E = -3; F = -8; G = 5; H = 0; I = 8
Cn1cc(CN2CCN(Cc3cccnc3)CC2)c(-c2ccc3c(c2)OCCO3)n1
  A = 4; B = -1.8; C = 16; D = 2; E = -1; F = -1; G = -10; H = 3; I = 5
Cc1cc(Cl)c2oc(C(=O)NCCN3CCCCC3CO)c(C)c2c1 (configuration not stated)
  A = 3; B = 2.0; C = 8; D = 15; E = 0; F = 7; G = -1; H = 0; I = -4
CCOC(=O)Nc1cccc(NC(=O)c2cc(OC)cc(OC)c2)c1
  A = -1; B = 3.9; C = 5; D = -2; E = 1; F = 2; G = -1; H = 0; I = 68
CCOC(=O)COc1ccc(S(=O)(=O)NCc2ccco2)cc1
  A = 2; B = 3.0; C = 19; D = 5; E = 0; F = 1; G = -4; H = 7; I = 2
COc1ccc(CCNc2nc(-c3cccnc3)nc3ccccc23)cc1OC
  A = -3; B = 1.5; C = -20; D = -1; E = 0; F = -5; G = 8; H = 0; I = -33
COc1cccc(NC(=O)CCN2CCOCC2)c1
  A = -6; B = 1.7; C = -4; D = -3; E = -1; F = 10; G = -1; H = 0; I = 6
CCCC(=O)n1nc(-c2ccc(Cl)cc2)nc1SC
  A = 8; B = 2.1; C = -4; D = 1; E = -3; F = 0; G = -1; H = 2; I = 1
COc1cccc(C(=O)NC(=S)N2c3ccccc3CC2C)c1OC (configuration not stated)
  A = 0; B = 2.6; C = 23; D = -1; E = 0; F = -11; G = 1; H = 5; I = -13
CCCc1cc(C(=O)Cc2nc3ccccc3s2)c(O)cc1O
  A = 1; B = 1.0; C = -12; D = 2; E = 0; F = 1; G = 1; H = 3; I = -5
CCOC(=O)N1CCN(C(=O)CCn2c(=S)[nH]c3ccsc3c2=O)CC1
  A = 1; B = -1.9; C = 4; D = -4; E = -5; F = 11; G = -5; H = 2; I = 8
CCCC(=O)Nc1ccccc1NC(=O)c1ccc(OC)cc1
  A = 1; B = 0.4; C = 1; D = 10; E = 2; F = 6; G = -1; H = 1; I = -5
NC(CO)C(=O)NNCc1ccc(O)c(O)c1O (configuration not stated)
  A = -24; B = 3.2; C = 3; D = -17; E = 1; F = -25; G = -9; H = 3; I = ?
CCOC(=O)N1CCN(Cc2nc3c(c(=O)n(C)c(=O)n3C)n2CCC(C)C)CC1
  A = 2; B = 0.4; C = -8; D = 5; E = -5; F = -2; G = 2; H = 0; I = -15
Cc1cc(NC(=O)CCC(=O)N(c2ccccc2)C(C(=O)NC2CCCC2)c2ccccc2C)no1 (configuration not stated)
  A = -3; B = 0.9; C = -5; D = 19; E = 5; F = -11; G = 2; H = 1; I = 6
C=C(C)Cn1c(SCCCO)nc2c1c(=O)[nH]c(=O)n2C
  A = -7; B = -0.7; C = 2; D = -7; E = -3; F = -1; G = -2; H = 0; I = -1
O=C(c1ccc2c(=O)n(C3CCCC3)c(=S)[nH]c2c1)N1CCCCCC1
  A = -1; B = 2.5; C = -4; D = 8; E = 4; F = 3; G = 3; H = 0; I = -17
O=C(COC(=O)CSc1ccc(F)cc1)NCc1ccco1
  A = -3; B = 1.6; C = 0; D = ·; E = -1; F = -15; G = ·; H = 4; I = 3
CN(C)S(=O)(=O)c1ccc2nc(NC(=O)c3cccs3)sc2c1
  A = 1; B = 2.4; C = 3; D = 1; E = 5; F = -5; G = 3; H = 0; I = 11
Cn1cc(S(=O)(=O)NC(c2ccccc2)c2ccccc2)c(=O)n(C)c1=O
  A = -7; B = -2.5; C = 20; D = 0; E = -6; F = 9; G = -2; H = 0; I = 4

# In the list so far, two contain a CF3 group:
# Letter code – A = proCasp3 act; B = PP5 primary; C = VLA-4 inh; D = core dimer inh; E = PP1 inh; F = procasp7 counter; G = Fh CTSL1 inh; H = GRK2 aptamer HTS; I = JMJD2C inh
Cc1ncc(CO)c(/C=N/Nc2ccc(C(F)(F)F)cn2)c1O
  A = -7; B = 0.2; C = 4; D = 0; E = -2; F = 8; G = 8; H = 0; I = -5
COC(=O)C(NC(=O)c1ccc(OC)cc1)(Nc1ncc(S(=O)(=O)c2ccc([N+](=O)[O-])cc2)s1)C(F)(F)F (configuration not stated)
  A = 0; B = 4.3; C = 20; D = 26; E = -1; F = -3; G = 3; H = 0; I = -23

# Gathered by group, the compounds so far with a furan ring, fused or not.
# Letter code – A = proCasp3 act; B = PP5 primary; C = VLA-4 inh; D = core dimer inh; E = PP1 inh; F = procasp7 counter; G = Fh CTSL1 inh; H = GRK2 aptamer HTS; I = JMJD2C inh
CCN(CC)CCN1C(=O)C(=O)/C(=C(/O)c2c(C)[nH]c(C(=O)OC)c2C)C1c1ccco1 (configuration not stated)
  A = -5; B = -3.4; C = 1; D = -6; E = 1; F = -21; G = 3; H = 0; I = 23
Cc1ccc(N(CC(=O)NCc2ccco2)C(=O)CCC(=O)Nc2ccccn2)cc1C
  A = 5; B = 2.2; C = -4; D = -3; E = 5; F = 13; G = 1; H = 0; I = -14
Cc1ccc(OCc2ccc(C(=O)Nc3nccs3)o2)cc1
  A = 3; B = -0.2; C = 14; D = -8; E = 3; F = -7; G = 3; H = 6; I = 1
Cc1cc(Cl)c2oc(C(=O)NCCN3CCCCC3CO)c(C)c2c1 (configuration not stated)
  A = 3; B = 2.0; C = 8; D = 15; E = 0; F = 7; G = -1; H = 0; I = -4
CCOC(=O)COc1ccc(S(=O)(=O)NCc2ccco2)cc1
  A = 2; B = 3.0; C = 19; D = 5; E = 0; F = 1; G = -4; H = 7; I = 2
O=C(COC(=O)CSc1ccc(F)cc1)NCc1ccco1
  A = -3; B = 1.6; C = 0; D = ·; E = -1; F = -15; G = ·; H = 4; I = 3

# Source: PubChem
